# dFosB act = activators of mouse delta FosB homodimer. 0.99% of 340,000 active. purified delta FosB, TAMRA-CDK5 oligo fluorescence polarization; percent of positive-control signal above neutral wells. activation, % at 25 µM. AID 493131. P13346;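 active = mean activation above about 17%, with every replicate also reaching it, limit read from the data, passing the limit was not always enough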;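 note: fluorescence polarization rise as delta FosB binds a TAMRA Cdk5 AP-1 oligo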
# PKA-R2B activ = PKA-R2B complex activation; activation, % at 11.4 µM; PKA-R2B holoenzyme dissociation, Cy5-IP20 fluorescence polarization; R2B truncated from residue 108, S112A mutant; 0% DMSO only, 100% 113 µM cGMP; P22694+P31323; 0.079% of 340,000 active;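 active = activation above a cutoff set at the mean over all compounds plus 3 SD, cut at about 18% in these data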;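 note: higher means more holoenzyme dissociation and a rise in polarization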
# Target sequence (P31323 whole entry, looked up, other chains not shown, the tested form may be a part): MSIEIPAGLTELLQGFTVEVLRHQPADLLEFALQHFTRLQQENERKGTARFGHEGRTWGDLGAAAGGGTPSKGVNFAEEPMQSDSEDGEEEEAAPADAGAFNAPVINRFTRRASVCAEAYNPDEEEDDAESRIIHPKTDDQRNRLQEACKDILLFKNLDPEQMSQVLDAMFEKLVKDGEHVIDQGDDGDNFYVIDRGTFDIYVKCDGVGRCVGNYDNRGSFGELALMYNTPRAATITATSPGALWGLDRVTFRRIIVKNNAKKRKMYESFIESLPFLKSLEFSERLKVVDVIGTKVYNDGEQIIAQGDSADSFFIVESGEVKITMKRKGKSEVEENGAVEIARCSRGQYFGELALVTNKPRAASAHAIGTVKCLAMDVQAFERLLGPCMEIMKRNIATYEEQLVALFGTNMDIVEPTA
# CDK5 p35 inh = CDK5/p35 (human) kinase inhibition | Q00535+Q15078 | Recombinant CDK5/p35, ADP-Glo luminescence, 60 min | inhibition, % at 10 µM | 0.01% of 330,000 active | AID 488839;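 active = highest replicate inhibition of at least 50% and at least 75% of replicates reaching 50%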;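 note: plate controls were DMSO neutral control for no effect and GW8510 at 10 µM for full effect; many of its hits are not listed in these tables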
# SR-BI HDL uptake = mouse SR-BI HDL lipid transfer inhibition | Q61009 | ldlA[mSR-BI] CHO cells, DiI-HDL uptake fluorescence, 3 h | inhibition, % at 12.5 µM | 0.96% of 320,000 active | AID 488896;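 active = mean replicate inhibition of at least 70% and a set share of replicates each scoring 70 or more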;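 note: 0% = median of neutral control wells and 100% = median of positive control wells; values of inactives mirror those of a sister screen read the other way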
# Target sequence (Q61009 whole entry, looked up): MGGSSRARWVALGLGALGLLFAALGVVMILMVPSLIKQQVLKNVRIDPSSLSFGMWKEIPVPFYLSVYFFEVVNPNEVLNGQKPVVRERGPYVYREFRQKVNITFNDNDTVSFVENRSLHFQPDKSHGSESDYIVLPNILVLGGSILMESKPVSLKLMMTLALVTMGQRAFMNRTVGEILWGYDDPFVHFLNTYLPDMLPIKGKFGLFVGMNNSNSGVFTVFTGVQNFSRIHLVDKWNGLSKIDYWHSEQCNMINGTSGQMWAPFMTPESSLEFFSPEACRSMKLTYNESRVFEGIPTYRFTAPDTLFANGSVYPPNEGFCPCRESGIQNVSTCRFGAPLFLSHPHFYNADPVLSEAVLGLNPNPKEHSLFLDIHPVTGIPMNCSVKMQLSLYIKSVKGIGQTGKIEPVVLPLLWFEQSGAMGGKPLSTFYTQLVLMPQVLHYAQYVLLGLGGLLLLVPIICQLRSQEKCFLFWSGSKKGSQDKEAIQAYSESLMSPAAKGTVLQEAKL
# DSG3 Ab inh = human desmoglein-3 autoantibody binding inhibition | AID 588358 | binding (percent of control), % at 10 µM | DSG3-coupled beads, scFv-anti-DSG3-GFP binding, flow cytometry; stronger effect = lower value | 0.48% of 310,000 active;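 active = binding more than 3 SD below its plate's average and above zero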;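 note: hits lower antibody fragment binding to DSG3; some compounds called inactive have numbers as strong as hits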
# NSD2 inh = blocks human histone methyltransferase NSD2 | AID 743445 | 0.54% of 310,000 active | NSD2 peptide methylation, AlphaScreen, 120 min | inhibition, % at 12.5 µM | O96028; in the data active = inhibition above about 50%
# Arrestin-AP2 inh = human beta-arrestin and AP2 interaction inhibition | 0.31% of 340,000 active | FITC-arrestin peptide / GST-AP2 beads, flow cytometry; AP2 beta2 appendage carries R879A mutation | AID 504490 | inhibition, % at 10 µM;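 active = inhibition above a set limit, near 3 SD of compounds lacking own fluorescence, cut at about 54% in these data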;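 note: plate controls were DMSO wells for no effect and 5 µM unlabelled arrestin peptide for full effect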
#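 System: GST-AP2 R879A glutathione beads; medium: PBS, Tween 20 0.05%, BSA 0.1%; reagent: fluorescein-tagged arrestin peptide at 50 nM final; schedule: pre-incubation 12 min, peptide binding 1 h, room temperature; detection: flow cytometry, FL1 (488/535 nm); read-out: inhibition as reduced fluorescein signal on beads, percent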
# MITF act = increases MITF-driven TRPM1 promoter luciferase signal; SK-MEL-5 TRPM1-promoter luciferase, 24 h; % of positive control, neutral wells = 0; activation, % at 12.5 µM; 0.75% of 300,000 active;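 active = mean activation of at least 80% with every replicate also reaching 80%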;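 note: 0% = neutral control wells and 100% = parthenolide positive control wells; values of inactives mirror those of a sister screen read the other way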
# PKA-R1A activ = activates the PKA-R1A holoenzyme complex. 0.083% of 340,000 active. AID 504707. PKA-R1A dissociation, Cy5-IP20 fluorescence polarization; scaled: DMSO 0%, 113 µM cGMP 100%. activation, % at 11.4 µM. P00514+P68181;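 active = percent activation above the mean of all tested compounds plus 3 SD, cut at about 19% in these data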;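 note: higher means more PKAc released from R1A so a rise in polarization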
# SUMO Mot1 rescue = blocks SUMOylation pathway, rescuing yeast Mot1-301 growth; S. cerevisiae Mot1-301 growth rescue, ATP luminescence, 38.5C; percent above DMSO median, 100 means doubled; growth rescue, % at 18.8 µM; 1% of 320,000 active; AID 2716;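 active = every valid replicate shows activation above 250% relative to neutral control wells; inactive = the rest, any valid replicate at or below 250%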;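 note: OY570 slx delta 5 strain wells were the positive control but not used for scaling; some compounds called inactive have numbers as strong as hits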
# SR-BI uptake up = enhances SR-BI lipid uptake from DiI-HDL. CHO ldlA[mSR-BI] cells, DiI-HDL uptake fluorescence, 3 h; 100 = double the neutral-control signal. activation, % at 12.5 µM. 0.096% of 320,000 active. AID 504775;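 active = mean replicate activation of at least 60% and every replicate at or above 60%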;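 note: 0% = median plate neutral-control signal and 100% = twice that signal; values of inactives mirror those of a sister screen read the other way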
#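 Material: SR-BI-overexpressing, LDLR-lacking CHO cells | Dosing: Single compound concentration, delivered by pin transfer | Probe or stimulus: Labelled HDL, 10 µg/mL | Signal: Bottom-read cell fluorescence after medium removal, ex 550/em 595 nm | Schedule: 3 h, 37 °C | Evaluation: HDL uptake via cellular fluorescence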
# * marks the source's active call; other numbers are inactive results; / = not tested or not shown.
SMILES,dFosB act,PKA-R2B activ,CDK5 p35 inh,SR-BI HDL uptake,DSG3 Ab inh,NSD2 inh,Arrestin-AP2 inh,MITF act,PKA-R1A activ,SUMO Mot1 rescue,SR-BI uptake up
COC(=O)NCC1(C)CC(NC(=O)OC)CC(C)(C)C1 (configuration not stated),2,2,-0.5,-33,98,-6,1,/,8,5,33
COc1cc(OC)c2c(c1)C(=O)OC2OC (configuration not stated),1,6,0.8,-12,104,-1,-10,2,-7,-5,12
COCCN(C(=O)CCc1nnc(Cc2c[nH]c3ccccc23)o1)C(C)C,-6,-2,0.0,-15,109,0,43,9,6,-6,15
O=C(c1ccncc1)N1CCN(C(=O)c2ccncc2)CC1,0,-1,-1.1,5,98,-5,1,-10,-2,52,-5
C=CCOc1c(Br)cc(C2NC(=O)NC(C)=C2C(C)=O)cc1OCC (configuration not stated),-3,-3,-3.2,13,/,-2,8,-14,1,16,-13
C=CCOC(=O)C1=C[C@@H](c2coc3ccccc3c2=O)C[C@@H](OCc2ccc(CO)cc2)O1,-2,8,-0.5,11,98,/,5,-5,2,11,-11
CC(c1ccco1)N(C(=O)c1ccccc1NS(=O)(=O)c1ccc(Cl)cc1)c1ccccn1 (configuration not stated),-10,-12,-1.4,13,96,1,30,-7,0,-15,-13
CCOC(=O)CSc1ncc(-c2cccc(Cl)c2)cn1,-8,-3,-0.1,-3,103,-5,5,3,-2,7,3
CC(C)CN(C(=O)c1ccco1)C1CCS(=O)(=O)C1 (configuration not stated),-5,-5,1.6,-10,102,-2,-4,4,-8,-15,10
CC(C)(C)c1ccc(C(=O)NC2CCN(Cc3ccccc3)CC2)cc1,-10,-1,1.0,6,112,3,-6,14,11,-6,-6
O=C(NNC(=O)C1CC1)c1cc(Br)c(Br)s1,-2,13,-1.6,-18,102,6,8,-2,4,32,18
Cc1ccc(S(=O)(=O)NCCC(=O)NC(C)CCc2ccccc2)cc1 (configuration not stated),-4,-5,1.8,32,107,-1,-9,7,-8,2,-32
O=C(Nc1ccc(Cl)cc1Cl)c1csc(-c2cccnc2)n1,1,0,-0.3,-3,107,-4,1,27,10,-11,3
Cc1nn(-c2ccccc2)c(NC(=O)c2ccccc2)c1Br,-14,1,0.4,9,104,-6,6,3,-5,-1,-9
Cc1ccc(/C=N/Nc2nc(C)cc(C)n2)cc1,-6,-7,-5.8,2,111,-4,7,/,13,-18,-2
CCO[C@@H]1OC(C(=O)NCc2nc3ccccc3[nH]2)=C[C@H](C2CC2)[C@H]1CCCO,-9,1,-0.3,-19,98,/,-5,-25,8,5,19
O=C(COc1ccccc1Cl)Nc1cccc(S(=O)(=O)N2CCCC2)c1,-4,-6,-0.8,4,108,-3,21,11,-10,-14,/
O=C(COC(=O)c1ccc(F)c(S(=O)(=O)N2CCOCC2)c1)NCCc1ccccc1,-3,0,-1.0,-6,117,0,28,7,3,-36,6
CCS(=O)(=O)N1CCCC(C(=O)NC2CCCCC2)C1 (configuration not stated),2,12,-2.1,-29,100,1,2,11,2,-17,29
O=C(O)c1cncc(C#CCC2CCCCC2)c1,7,-1,0.7,13,118,-1,-6,47,-11,4,-13
Cc1nc2ccc(NC(=O)c3sccc3C)cc2s1,-10,-11,1.8,20,101,-1,-7,44,-6,-10,-20
Cc1c(NC2=CC(=O)CC(C)(C)C2)ccc([N+](=O)[O-])c1C,3,-3,1.8,11,107,-2,15,-15,-9,7,-11
Cc1cc(C(=O)O)ccc1-c1ccc(CO)o1,-1,-6,-1.7,-19,/,4,13,-2,-4,-25,19
Cc1ccc(Nc2nc(Cl)c(C=O)s2)cc1Cl,5,-9,-0.6,54,111,-3,2,5,-12,15,-54
Cc1cccc(C)c1OCc1cc(C(=O)N2CCN3CCCC3C2)no1 (configuration not stated),-5,2,-0.9,14,/,11,17,31,4,-1,-14

# Whole records, quoted from the list. Values in the order: dFosB act | PKA-R2B activ | CDK5 p35 inh | SR-BI HDL uptake | DSG3 Ab inh | NSD2 inh | Arrestin-AP2 inh | MITF act | PKA-R1A activ | SUMO Mot1 rescue | SR-BI uptake up
# Listed for O=C(O)c1cncc(C#CCC2CCCCC2)c1 = 7 | -1 | 0.7 | 13 | 118 | -1 | -6 | 47 | -11 | 4 | -13
# Listed for C=CCOc1c(Br)cc(C2NC(=O)NC(C)=C2C(C)=O)cc1OCC (configuration not stated) = -3 | -3 | -3.2 | 13 | / | -2 | 8 | -14 | 1 | 16 | -13
# Listed for Cc1ccc(/C=N/Nc2nc(C)cc(C)n2)cc1 = -6 | -7 | -5.8 | 2 | 111 | -4 | 7 | / | 13 | -18 | -2

# New compounds follow:
SMILES,dFosB act,PKA-R2B activ,CDK5 p35 inh,SR-BI HDL uptake,DSG3 Ab inh,NSD2 inh,Arrestin-AP2 inh,MITF act,PKA-R1A activ,SUMO Mot1 rescue,SR-BI uptake up
O=S(=O)(NCc1ccccc1)c1ccc(S(=O)(=O)N(Cc2ccccn2)Cc2ccco2)cc1,-1,1,5.2,-20,76*,-1,13,0,10,841*,20
CCn1c(-c2csc3c2CCCC3)n[nH]c1=S,-8,-8,-1.7,22,/,26,3,-3,-1,-2,-22
CCOC(=O)N1CCN(C2CC(=O)N(c3ccc(Oc4ccccc4)cc3)C2=O)CC1 (configuration not stated),-10,-7,0.6,-9,98,-1,-2,-2,2,14,9
CC1(C)CC(N2CCCCC2)=CC(=[N+]2CCCCC2)C1,0,-1,-0.1,4,/,2,-84,-57,6,-2,-4
O=C(NN1CCOCC1)c1ccc(Cl)cc1[N+](=O)[O-],-4,-8,-1.9,-12,105,-2,21,-10,9,-10,12
Cc1noc(C)c1/C=N/Nc1ccc2ccccc2n1,-10,-11,-2.7,56,104,2,-1,12,-22,-2,-56
CCC(C)NS(=O)(=O)c1ccc(OC)c(Cl)c1Cl (configuration not stated),-5,-2,0.5,-1,93,2,-2,-8,-2,80,1
Cc1coc2c1c(C)cc1oc(=O)c(CC(=O)NCCCN3CCCC3=O)c(C)c12,-5,11,-0.8,-8,101,/,27,14,1,6,8
CS(=O)(=O)c1ccc(NS(=O)(=O)c2ccc(Cl)c(C(=O)NC3=NCCS3)c2)cc1,1,-1,2.9,-17,130,1,4,0,9,0,17
COc1ccc(NC(=O)Cn2cc(C(=O)C3CC3)c3ccccc32)cc1,-9,9,0.9,/,106,-2,31,/,-5,-11,/
CC1CN(C(=O)CSc2nnc(-c3ccc(Cl)cc3)n2C)CC(C)O1 (configuration not stated),-13,-7,-0.9,-21,/,/,29,12,-18,-20,21
c1ccc(-c2nn3c(C4CCCCC4)nnc3s2)nc1,-4,-1,3.0,-17,80,/,0,-3,-2,-12,17
S=C(NCCN1CCOCC1)NC1CCCC1,-10,-12,3.3,-18,106,-1,-6,16,-4,-9,18
CNC(=O)Nc1ccccc1C(=O)NCc1ccccc1,-5,1,0.0,-8,105,-2,0,-3,3,16,8
CC12CCC(C3NC(=S)NN=C31)C2(C)C (configuration not stated),2,3,0.2,-5,88,-4,-9,2,-4,/,5
Cc1ccc(C(=O)C2CCN(CC(=O)Nc3nc(C)cs3)CC2)cc1,-4,8,1.5,-23,125,1,19,-8,-3,112,23
CN1CCN(CC(=O)Nc2nnc(-c3cccs3)s2)CC1,-1,-2,-1.2,-41,/,-3,12,4,-7,-7,41
CN(C)/C=C(\C=O)c1onc(-c2ccccc2Cl)c1C#N,-9,1,0.8,-15,/,/,22,7,1,59,15
CC(C)OC(=O)c1ccc(NC(=O)c2ccco2)cc1,-6,-6,1.0,7,104,-1,28,110*,2,11,-7
CCC(=O)Nc1ccc(C=C(C(C)=O)C(C)=O)cc1,8,1,1.0,-15,/,6,-6,-17,5,24,15
COc1cc2ccccc2cc1C(=O)Nc1sc2c(c1C(N)=O)CCN(C(C)C)C2,-15,1,1.6,21,/,1,31,-45,-3,300,-21
COc1ccccc1NC(=O)N1CCN(c2ccc3nnc(-c4ccc(F)cc4)n3n2)CC1,-5,-5,0.6,/,99,/,6,9,-2,0,/
CCOc1ccc(N2C(=O)CC(N3CCN(C4CCc5ccccc5C4)CC3)C2=O)cc1 (configuration not stated),3,4,1.4,12,109,1,-3,-1,4,552,-12
OCC[C@@H]1C[C@H](O)[C@@H](O)[C@@]2(CCc3ccccc3CO2)O1,6,6,1.6,7,103,/,-1,6,3,313,-7
CCC(C)NC(=O)c1cc2c(=O)n3cccc(C)c3nc2s1 (configuration not stated),-19,-3,1.1,-7,89,-9,-12,9,-9,55,7

# (continued)
SMILES,dFosB act,PKA-R2B activ,CDK5 p35 inh,SR-BI HDL uptake,DSG3 Ab inh,NSD2 inh,Arrestin-AP2 inh,MITF act,PKA-R1A activ,SUMO Mot1 rescue,SR-BI uptake up
CN1C(N)=NC(=O)/C1=C\c1ccc(Br)cc1,5,-2,0.9,/,97,22,-9,15,-9,-1,/
CCc1cc(C(c2ccccn2)N2CCN(C)CC2)c(NC(=O)c2ccccc2)s1 (configuration not stated),-17,-10,-0.9,-28,129,16,25,-2,-1,-5,28
O=C(COC(=O)C1CCN(c2ccc(C(F)(F)F)cn2)CC1)Nc1ccc(Cl)cn1,-6,-12,0.2,-16,110,0,15,2,-6,28,16
COc1ccc(N(CC(=O)NCc2ccccc2Cl)S(=O)(=O)c2c(C)n[nH]c2C)cc1,-16,-4,0.4,-14,98,5,18,-6,-10,-10,14
CC1CCN(C(=O)COC(=O)c2cc([N+](=O)[O-])ccc2N2CCOCC2)CC1,10,-2,1.0,8,99,1,33,-11,-5,51,-8
CCOC(=O)C1=C(c2ccccc2)OC(N)=C(C#N)C1c1ccncc1 (configuration not stated),-1,0,4.4,-18,106,-9,50,-4,1,59,18
CCOc1ccc(NC(=O)CN(C)C(=O)CSCc2c(C)noc2C)cc1OCC,-3,9,-0.7,17,102,1,-7,-1,-4,-2,-17
COc1ccc(-c2noc(CCC(=O)Nc3cc(OC)ccc3OC)n2)cc1,-6,-7,-1.3,53,/,-1,0,14,-5,1,-53
CC(OC(=O)CCc1nc2ccccc2c(=O)[nH]1)C(=O)Nc1ncc(Cl)cc1Cl (configuration not stated),-7,/,0.6,11,/,0,4,1,/,-9,-11
O=C(Nc1ccc(N2CCN(C(=O)c3cccs3)CC2)cc1)c1cccnc1,4,-10,0.0,9,97,2,-5,6,-4,4,-9
